M. tuberculosis = growth inhibition of non-replicating M. tuberculosis (AID 488890) | Mycobacterium tuberculosis non-replicating, growth inhibition; higher % means a stronger effect | inhibition, % at 25 µM; hits with a dose series show IC50 in µM | actives 0.39% (n = 320,000); in the data active means a potency from the dose series; inconclusive means inhibition mostly from about 82% at the one dose, without a potency; inactive means the rest, 99 in 100 with inhibition below about 76%;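 further: plate controls were DMSO cells for no effect and high antibiotic wells for full effect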
influenza NS1A = NS1A inhibition, H1N1 influenza, cell based functional assay (AID 504329) | NS1A functional cell-based assay, percent inhibition; higher % means a stronger effect | inhibition, % at 12.5 µM, or IC50 in µM where a hit was titrated | actives 0.3% (n = 340,000); in the data active means a potency from the dose series; inconclusive means inhibition above about 27% without an active follow-up result; further: strong numbers were not always called active
Salmonella PhoP GFP = PhoP regulon inhibitors, Salmonella typhi PhoP promoter GFP reporter, confirmatory (AID 1850); inhibition, % at 50 µM; hits with a dose series show IC50 in µM; Salmonella Typhi PhoP-promoter GFP reporter, fluorescence, 4 h; higher % means a stronger effect; actives 0.33% (n = 310,000); in the data active means a potency from the dose series; inconclusive means inhibition mostly from about 25% at the one dose, without a potency; inactive means the rest, 99 in 100 with inhibition below about 19%;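 further: 0% = induced wells with vehicle and 100% = uninduced wells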
M. tuberculosis HTS = M. tuberculosis growth inhibition, HTS (AID 449762); M. tuberculosis H37Rv growth inhibition, 7H9 media; higher % means a stronger effect; inhibition, % at 25 µM; hits with a dose series show IC50 in µM; actives 0.59% (n = 330,000); in the data active means a potency from the dose series; inconclusive means inhibition above about 70% without an active follow-up result;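 further: bacterial growth assessed after seven days of incubation; strong numbers were not always called active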
VEEV TC-83 Vero = inhibitors of VEEV TC-83 cytopathic effect, confirmation, Vero cells (AID 588727). Vero cells, VEEV TC-83 cytopathic effect inhibition; higher % means a stronger effect. one-dose inhibition, % at 20 µM; IC50 in µM for titrated hits. actives 0.13% (n = 350,000); in the data active means a potency from the dose series; inconclusive means inhibition mostly from about 14% at the one dose, without a potency; inactive means the rest, 99 in 100 with inhibition below about 12%; further: strong numbers were not always called active
VEEV TC-83 Vero 10K pilot screen = also measured in VEEV TC-83 Vero; calls as there; inhibition, %; measured here: 10K pilot screen inhibition
* = called active by the depositor; i = inactive; ? = inconclusive; . = not tested or not shown.

SMILES	M. tuberculosis	influenza NS1A	Salmonella PhoP GFP	M. tuberculosis HTS	VEEV TC-83 Vero	others
CCN1CCN(CCNC(=O)c2ccc(/C=C3/Sc4ccccc4N(Cc4cccc(Cl)c4)C3=O)cc2)CC1	78.7%	14.4%	47.7%	?	i
COc1ccc2[nH]c(C)c(C(=O)CN(C)CC3OCCO3)c2c1	34.8%	.	15.3%	-4.4%	.
Cc1cc(C)c2[nH]c(=O)c(CN(Cc3ccco3)C(=O)C3CCCO3)cc2c1 (stereo unspecified)	13.4%	2.0%	0.7%	1.1%	5.6%
CCOc1cc(NS(=O)(=O)c2ccc(OC)cc2)c(OCC)cc1NC(C)=O	6.6%	-0.8%	0.7%	-4.0%	0.6%
COCCNC(=O)CN1C(=O)c2cccc3cccc1c23	15.2%	-5.7%	-8.0%	-8.2%	1.5%
Cc1c(C)c(C)c(S(=O)(=O)NCCc2ccccn2)c(C)c1C	5.3%	7.4%	0.6%	-9.9%	1.8%
CC(=O)c1ccc(S(=O)(=O)N2CCN(C(=O)c3ccc(COc4ccccc4)o3)CC2)cc1	.	-7.0%	.	.	7.6%
CCOC(=O)NC(NC(=O)OCC)C(=O)c1ccc(F)cc1	-0.5%	24.4%	1.5%	0.6%	5.0%
CC1CCCCC1NC(=O)CSc1ccc([N+](=O)[O-])cc1 (stereo unspecified)	70.5%	-3.6%	7.0%	3.1%	i
O=C(Cc1csc(NC(=O)Nc2ccc(Cl)cc2)n1)NC1CCCC1	38.7%	0.6%	0.8%	14.8%	6.2%
O=C(NC(NC(=S)Nc1c(Cl)cccc1Cl)C(Cl)(Cl)Cl)c1cccc([N+](=O)[O-])c1 (stereo unspecified)	?	5.6%	-1.7%	0.8%	5.2%
Cc1ccccc1-n1c(SCC(=O)NC2CCS(=O)(=O)C2)nc2ccccc2c1=O (stereo unspecified)	.	-6.2%	.	.	8.4%
O=C1N/C(=N\c2ccccn2)SC1Cc1ccccc1Cl (stereo unspecified)	?	-3.6%	6.5%	49.2%	4.2%
Cc1ccc2c(COC(=O)C3CSC4(C)CCC(=O)N34)cc(=O)oc2c1C (stereo unspecified)	23.4%	-15.0%	.	-8.2%	0.5%
COc1ccc(-c2nnc3sc(-c4ccccn4)nn23)cc1	20.8%	.	-5.2%	10.2%	.
CCCc1nnc(NC(=O)C2CC(=O)N(C3CCCC3)C2)s1 (stereo unspecified)	-0.4%	9.1%	7.9%	2.2%	0.5%
COc1ccc(C(=O)C2CCCN(C(=O)c3cc(C)nc(C)n3)C2)cc1OC (stereo unspecified)	-1.0%	-9.3%	-4.3%	-5.5%	0.7%
O=C(c1ccco1)N1CCN(C(=O)c2ccc(COc3ccc(F)cc3)o2)CC1	17.6%	-1.2%	-0.4%	-1.0%	i
ON=C(CCc1ccccc1)CCc1ccccc1	.	5.6%	.	.	3.7%
CCOC(=O)N1CCN(CC(O)COC2CC(C)CCC2C(C)C)CC1 (stereo unspecified)	-7.1%	-1.7%	6.4%	-4.8%	i
O=[N+]([O-])c1ccccc1S(=O)(=O)Nc1cccc(-c2ccc(N3CCCC3)nn2)c1	-11.3%	-6.7%	4.1%	10.4%	4.1%
O=C(O)c1cc(S(=O)(=O)NCCN2CCNC2=O)ccc1O	-1.6%	5.9%	-3.0%	2.1%	0.3%
CCOc1ccc(NC(=S)NCC(c2cccnc2)N2CCOCC2)cc1 (stereo unspecified)	11.9%	5.0%	2.8%	-2.7%	0.1%
O=c1c(CO)cc(CO)cc(CO)c1O	0.0%	-7.0%	1.9%	0.6%	0.4%
O=C(O)/C=C/C(=O)NC1CC1	-8.6%	-9.8%	-26.9%	-5.6%	0.8%
CS(=O)(=O)N1CCc2cc(C(=O)Nc3ccccc3)ccc21	8.8%	-1.9%	4.8%	2.0%	0.4%
CC1CC(C)CN(CCCNC(=O)c2ccc3nc(N4CCOCC4)sc3c2)C1 (stereo unspecified)	.	30.1%	-20.4%	1.1%	0.6%
CN(C)CC(O)COc1cc2ccccc2cc1C(=O)N1CCCCC1 (stereo unspecified)	27.8%	-20.6%	9.5%	6.6%	i
O=C(CSc1nncs1)N1c2ccccc2Sc2ccccc21	29.5%	5.6%	-3.6%	0.9%	0.1%
C#CCSc1ncc(S(=O)(=O)c2ccccc2)c(=O)[nH]1	-0.1%	-6.6%	-13.6%	-4.0%	1.1%
O=C(c1cc(C2CC2)on1)N1CCOCC1	-2.8%	4.0%	2.6%	1.1%	1.3%
O=c1c(Cc2ccc(F)cc2)c(O)ccn1CCCN1CCOCC1	-1.2%	-2.6%	4.7%	6.1%	i
NC(=O)NC(CC(=O)NNC(=O)c1cccs1)c1ccc(Cl)cc1 (stereo unspecified)	-7.8%	-10.8%	.	1.6%	5.4%
O=C(O)CC(CNS(=O)(=O)c1ccccc1)c1ccccc1 (stereo unspecified)	-25.5%	-0.3%	-10.1%	-12.1%	i
C=CCC(=O)NC1CCCc2c1cnn2-c1cc(F)cc(F)c1 (stereo unspecified)	-10.6%	-9.0%	4.0%	0.4%	1.4%
O=C(CN1CCOCC1)Nc1ncc(Cc2ccccc2Cl)s1	9.7%	-4.9%	-3.5%	5.3%	1.0%
O=C(CSCc1c(F)cccc1Cl)Nc1ccccc1C(=O)N1CCOCC1	8.6%	-0.3%	3.1%	-8.5%	0.3%
COc1ccc(Cl)cc1NC(=O)c1ocnc1C	12.1%	-3.0%	4.4%	-4.5%	4.1%
Cc1cccc(C(=O)NN/C=C/C(=O)c2ccccc2)c1	?	21.6%	-4.8%	12.2%	0.3%
Cc1ccc(CN(C)C(=O)c2ccc(S(=O)(=O)N(C)c3ccccc3)cc2)o1	.	-6.0%	.	.	5.9%

Structures from the list above that have a COOH group (3):
SMILES	M. tuberculosis	influenza NS1A	Salmonella PhoP GFP	M. tuberculosis HTS	VEEV TC-83 Vero	others
O=C(O)c1cc(S(=O)(=O)NCCN2CCNC2=O)ccc1O	-1.6%	5.9%	-3.0%	2.1%	0.3%
O=C(O)/C=C/C(=O)NC1CC1	-8.6%	-9.8%	-26.9%	-5.6%	0.8%
O=C(O)CC(CNS(=O)(=O)c1ccccc1)c1ccccc1 (stereo unspecified)	-25.5%	-0.3%	-10.1%	-12.1%	i

The listing picks up, repeating the five entries before the break.
SMILES	M. tuberculosis	influenza NS1A	Salmonella PhoP GFP	M. tuberculosis HTS	VEEV TC-83 Vero	others
O=C(CN1CCOCC1)Nc1ncc(Cc2ccccc2Cl)s1	9.7%	-4.9%	-3.5%	5.3%	1.0%
O=C(CSCc1c(F)cccc1Cl)Nc1ccccc1C(=O)N1CCOCC1	8.6%	-0.3%	3.1%	-8.5%	0.3%
COc1ccc(Cl)cc1NC(=O)c1ocnc1C	12.1%	-3.0%	4.4%	-4.5%	4.1%
Cc1cccc(C(=O)NN/C=C/C(=O)c2ccccc2)c1	?	21.6%	-4.8%	12.2%	0.3%
Cc1ccc(CN(C)C(=O)c2ccc(S(=O)(=O)N(C)c3ccccc3)cc2)o1	.	-6.0%	.	.	5.9%
CC(=O)c1ccc(-c2ccc(C(=O)N3CCN(c4ccc(F)cc4)CC3)o2)cc1	44.1%	4.5%	5.5%	3.3%	9.4%
CCNC(=O)CC1C(=O)N(c2ccc(F)cc2)C(=O)N1Cc1cccs1 (stereo unspecified)	-15.5%	-7.9%	6.1%	-3.9%	i
O=C(COc1ccccc1Cl)N1CCN(c2ccc([N+](=O)[O-])c(N3CCOCC3)c2)CC1	20.8%	10.1%	4.5%	-2.5%	3.5%
O=S(=O)(CCc1ccccc1)/N=C/c1cccs1	-12.4%	-5.6%	-10.8%	-3.2%	1.5%
O=C(O)c1ccccc1C(=O)OCc1c(-c2ccccc2)ncc2ccccc12	39.0%	-3.8%	.	-4.1%	0.6%
CCOC(=O)C1CCN(C(=O)C2CCCN(c3ncnc4c3nc3n4CCCCC3)C2)CC1 (stereo unspecified)	13.2%	3.3%	-4.0%	-2.0%	i
CCC(=O)N1c2ccccc2NC2=C(C(=O)CC(C)(C)C2)C1c1cccnc1 (stereo unspecified)	7.9%	-1.4%	3.5%	-1.4%	6.5%
CCCN(C(=O)CCNC(=O)c1ccc(Cl)cc1)c1c(N)n(Cc2ccccc2)c(=O)[nH]c1=O	5.9%	-3.1%	.	-5.7%	0.1%
Cc1c(NC(=O)COC(=O)c2ccc[nH]c2=O)c(=O)n(-c2ccccc2)n1C	6.0%	-3.0%	-13.2%	6.5%	i
CCCCCCC(=O)Nc1ccc(S(=O)(=O)Nc2onc(C)c2C)cc1	32.1%	-9.2%	-2.1%	5.3%	1.3%
CCNC(=O)C/C(C)=N/NC(=O)C1CCCCC1	-14.6%	-5.0%	-1.3%	-0.6%	0.9%
COc1ccc(N2C(=O)N3[C@H](c4ccc(Cl)cc4)[C@@H]4C(=O)N(C5CCCCC5)C(=O)[C@@H]4[C@]3(C)C2=O)cc1	50.7%	1.8%	14.7%	45.3%	i	VEEV TC-83 Vero 10K pilot screen=0.1
COC(=O)C1=C(c2ccc(F)cc2OCc2ccccc2)C[C@@H]2CC[C@H]1N2C(=O)N1CCOCC1	-8.3%	-1.5%	.	-7.6%	0.3%
COc1ccc(/C=N/NC(=O)Cc2ccc(Cl)cc2)cc1OC	1.8%	3.6%	-0.3%	8.7%	0.9%
CCn1cc(C(C)(C)C)c(C#N)c1NC(C)=O	21.3%	-29.3%	-0.8%	2.2%	1.2%
O=C(Nc1ccccn1)c1ccc(Br)s1	?	15.3%	-9.9%	12.0%	0.6%
Cc1ccc2c(c1)C1CN(C)CCC1N2S(=O)(=O)c1ccc(Oc2ccc([N+](=O)[O-])cc2)cc1 (stereo unspecified)	68.1%	>100µM*	-0.6%	?	1.4%	VEEV TC-83 Vero 10K pilot screen=0.2
COc1ccc(S(=O)(=O)N2CCCOC2CNC(=O)C(=O)NCc2ccccn2)cc1 (stereo unspecified)	-0.8%	-2.5%	-1.6%	-6.8%	1.0%
CC(=O)Nc1ccccc1C(=O)C(=O)Nc1cccc(C(=O)NCC2CCCO2)c1 (stereo unspecified)	-9.8%	-0.6%	4.5%	-0.3%	0.9%
COCC(C)OC(=O)c1c(N)n(CC(C)C)c2nc3ccccc3nc12 (stereo unspecified)	21.3%	-26.7%	-1.7%	-7.0%	9.5%
CCCCNC(=O)Nc1ccccc1CC	29.8%	-24.6%	-2.0%	4.1%	i
Cc1cc(C)cc(C(=O)Oc2coc(CSc3nnc(NC(=O)C4CC4)s3)cc2=O)c1	-15.9%	-1.3%	-2.4%	2.7%	3.9%
C/C(=N\NC(=O)CCC(=O)NCc1ccccc1)c1ccc([N+](=O)[O-])cc1	-1.6%	-13.5%	.	1.1%	i
CCOC(=O)c1cc(-c2cccs2)nn1CCC#N	-5.1%	3.9%	-1.6%	3.3%	i
Cc1nc(SCc2ccccc2)c(C(F)(F)F)c(=O)[nH]1	21.9%	3.5%	-11.9%	3.6%	2.6%
CCCCCCC(=O)Nc1nc(C)c(-c2csc(Nc3cc(Cl)ccc3OC)n2)s1	16.5%	3.7%	-5.0%	20.8%	3.3%
Nc1ncc(-c2cc3ccccc3oc2=O)s1	-14.8%	-6.6%	16.9%	0.4%	0.9%
COc1ccc(C(=O)c2ccc(N3CCN(C4CC(=O)NC4=O)CC3)cc2)cc1F (stereo unspecified)	27.9%	-90.9%	-7.4%	0.3%	4.0%
CN(C)c1ccc(NC(=O)c2cccc([N+](=O)[O-])c2)c2ccccc12	12.5%	9.8%	-2.3%	0.5%	0.5%
CN(CC(=O)Nc1ccc(Cl)cc1)C(=O)CCNC(=O)c1ccc(Cl)cc1	28.1%	-4.6%	.	-6.9%	0.7%
Cc1cc(=O)[nH]c(SCC(=O)Nc2nonc2C)n1	-6.2%	1.2%	8.9%	-13.2%	0.5%
CCSCCNC(=O)c1cc(-n2cnnc2)ccc1Cl	3.5%	7.5%	-3.6%	-13.5%	1.9%
CCOCCCN1C(=O)CN(C2CCCCC2)C(=O)C1c1ccc(OC)c(OC)c1 (stereo unspecified)	-11.5%	-4.0%	0.3%	-1.1%	2.5%
Nc1cc(=O)[nH]c(SCC(=O)N2N=C(c3ccc4ccccc4c3)CC2c2ccccc2)n1 (stereo unspecified)	-5.5%	-5.5%	-2.7%	1.0%	8.3%
COc1ccc(-c2csc(NC3=NCCCCC3)n2)cc1	40.9%	-10.6%	2.1%	10.6%	0.5%
CC(=O)Nc1ccc(S(=O)(=O)Nc2nnc(C3CCCCC3)s2)cc1	15.2%	1.8%	-7.3%	-0.7%	1.0%

Compound activity from PubChem.

No enrichment for hits; about 1.6% have a hit in one of these screens.
